Source: PubChem BioAssay (several laboratories)
M4 ag = CHRM4 agonism in calcium assay | CHO-K1 hM4/Gqi5, Fluo-8 calcium fluorescence; vehicle 0%, full acetylcholine response 100% | activation, % at 3 µM | 0.14% of 360,000 active | AID 624127;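 active = activation above the run mean over all test wells plus 3 SD, cut at about 32% in these data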;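 note: peak over basal fluorescence ratio per well then scaled between controls; 0% = DMSO wells and 100% = acetylcholine at EC100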
Target sequence (P08173 whole entry, looked up): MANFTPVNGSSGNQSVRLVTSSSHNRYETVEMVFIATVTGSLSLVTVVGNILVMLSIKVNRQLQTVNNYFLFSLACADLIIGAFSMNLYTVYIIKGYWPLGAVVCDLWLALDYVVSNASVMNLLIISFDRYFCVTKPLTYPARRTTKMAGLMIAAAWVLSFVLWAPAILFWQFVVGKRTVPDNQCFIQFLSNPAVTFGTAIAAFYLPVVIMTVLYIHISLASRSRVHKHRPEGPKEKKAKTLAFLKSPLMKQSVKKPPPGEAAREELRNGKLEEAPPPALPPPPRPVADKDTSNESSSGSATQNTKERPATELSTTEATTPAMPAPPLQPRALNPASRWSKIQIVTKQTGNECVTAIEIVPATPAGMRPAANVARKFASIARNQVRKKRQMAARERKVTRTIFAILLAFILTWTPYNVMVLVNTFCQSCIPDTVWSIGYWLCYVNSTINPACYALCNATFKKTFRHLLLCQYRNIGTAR
M1 PAM = potentiates human M1 receptor response to acetylcholine | CHO-K1 hM1, Fluo-8 calcium fluorescence, ACh EC20; 0% = ACh EC20, 100% = maximal ACh | activation, % at 3 µM | 0.088% of 360,000 active | AID 588819; in the data active = activation above about 19%, passing the limit was not always enough
Target sequence (P11229 whole entry, looked up): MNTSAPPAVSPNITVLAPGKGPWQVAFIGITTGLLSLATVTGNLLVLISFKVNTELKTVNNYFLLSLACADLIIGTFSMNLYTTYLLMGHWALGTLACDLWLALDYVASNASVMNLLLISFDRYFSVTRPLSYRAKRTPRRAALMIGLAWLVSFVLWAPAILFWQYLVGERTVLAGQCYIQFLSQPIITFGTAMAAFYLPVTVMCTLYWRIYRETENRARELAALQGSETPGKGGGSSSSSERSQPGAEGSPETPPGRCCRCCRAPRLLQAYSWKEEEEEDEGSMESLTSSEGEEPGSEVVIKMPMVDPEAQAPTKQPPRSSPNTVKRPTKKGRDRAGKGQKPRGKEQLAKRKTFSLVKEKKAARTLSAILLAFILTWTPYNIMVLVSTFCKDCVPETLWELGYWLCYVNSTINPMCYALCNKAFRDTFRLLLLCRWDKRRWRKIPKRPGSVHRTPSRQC
CRFR2-BP ag = CRF-BP/CRF-R2 complex agonism | activation, % at 13.2 µM | HEK293 CRF-R2/CRF-BP, calcium dye fluorescence (FLIPR); percent of saturating CRF peptide response | AID 588473 | 0.46% of 350,000 active;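 active = activation of at least 50%, plus an integration ratio under a set limit after plate pattern correction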;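 note: plate controls were neutral control wells without compound for no effect and CRF at EC100 for full effect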
M4 antag = CHRM4 antagonism in calcium assay; P08173; 0.73% of 360,000 active; inhibition, % at 3 µM; CHO-hM4 cells, ACh EC80, Fluo-8 calcium fluorescence;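 active = inhibition above its plate's cutoff, the mean inhibition of sample wells plus 3 SD, cut at about 27% in these data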;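 note: 0% = acetylcholine EC80 with DMSO and 100% = DMSO without agonist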
CHRM4 PAM = positive allosteric modulators of human muscarinic M4 receptor. P08173. CHO-K1 hM4/Gqi5, Fluo-8 calcium fluorescence, ACh EC20; 0% = ACh EC20, 100% = maximal ACh. activation, % at 3 µM. 0.4% of 360,000 active;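 active = activation above its plate's cutoff, the mean activation of sample wells plus 3 SD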; note: some results filed as inactive read as strong as hits
CRFR2-BP antag = blocks CRF-induced signaling of the CRF-BP/CRF-R2 complex. HEK293 CRF-R2/CRF-BP, CRF-induced calcium fluorescence. inhibition, % at 11.8 µM. 0.59% of 350,000 active. AID 588475;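 active = inhibition of the ligand-induced calcium signal above about 50% at the single tested concentration, limit read from the data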
CHRM5 PAM = CHRM5 positive allosteric modulation | P08912 | CHO-K1 hM5, Fluo-8 calcium, ACh EC20 PAM; 0% = ACh EC20, 100% = ACh EC100 | 0.3% of 360,000 active | activation, % at 3 µM;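 active = activation above the run cutoff, the mean activation of all test compounds plus 3 SD, cut at about 18% in these data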
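Replicates: One well per compound, no replicates | System: Human M5 receptor in CHO-K1 cells | Benchmarks: Low control EC20 acetylcholine (0%), high control EC100 acetylcholine (100%) | Probe or stimulus: Acetylcholine, EC20 level | Times: Fluo-8 loading 80 min at 37 °C plus 30 min room temperature | Signal: Intracellular calcium via Fluo-8 fluorescence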
M5 ag = agonists of human muscarinic M5 receptor (CHRM5). activation, % at 3 µM. 0.19% of 360,000 active. CHO-K1 hM5 cells, Fluo-8 calcium fluorescence; 0% DMSO wells, 100% maximal acetylcholine response. P08912. AID 624037;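 active = activation above the run's mean over test compounds plus 3 SD, cut at about 23% in these data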;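 note: signal is peak over basal fluorescence ratio across the kinetic read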
CHRM5 antagonist = blocks acetylcholine activation of human M5 receptor; 0.59% of 360,000 active; CHO-hM5 cells, Fluo-8 calcium fluorescence, ACh EC80; P08912; inhibition, % at 3 µM; AID 624040;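 active = inhibition above a per-plate cutoff, the mean of that plate's test compounds plus 3 SD, cut at about 27% in these data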;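 note: 0% = acetylcholine EC80 with DMSO and 100% = DMSO without agonist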
* hit, by the source's call.

Clc1ccc(OCCN2CCCCC2)c(Cl)c1 was read as M4 ag 1, M1 PAM -2, CRFR2-BP ag -1.4, M4 antag 3, CHRM4 PAM 2, CRFR2-BP antag -20, CHRM5 PAM 1, M5 ag -5 and CHRM5 antagonist -1.
For O=C(NCCN1CCN(C(=O)c2cc3ccccc3oc2=O)CC1)c1cc2ccccc2oc1=O the results were M4 ag 0, M1 PAM 15, CRFR2-BP ag -2.4, M4 antag -3, CHRM4 PAM 20, CRFR2-BP antag 2, CHRM5 PAM 6, M5 ag 2 and CHRM5 antagonist -5.
CC(=O)/C(N=Nc1c(C)n(C)n(-c2ccccc2)c1=O)=C(\C)O was read as M4 ag 1, M1 PAM 6, CRFR2-BP ag 0.1, M4 antag -4, CHRM4 PAM 5, CRFR2-BP antag -4, CHRM5 PAM 9, M5 ag 1 and CHRM5 antagonist -1.
For O=C(CN1N=C(c2ccccc2)CCC1=O)NCc1ccccc1 the results were M4 ag 1, M1 PAM 7, CRFR2-BP ag 0.6, M4 antag 5, CHRM4 PAM 2, CRFR2-BP antag 2, CHRM5 PAM 5, M5 ag 1 and CHRM5 antagonist -3.
Screening Cc1ccc2nc(C)c3c(c2c1)N(c1ccc(F)cc1)CC3 returned M4 ag 2, M1 PAM -3, CRFR2-BP ag -0.1, M4 antag -4, CHRM4 PAM -2, CRFR2-BP antag -5, CHRM5 PAM 8, M5 ag -12 and CHRM5 antagonist 6.
Screening CCOc1cccc2c1OC1(C)CC2NC(=O)N1c1cccc(Cl)c1 (stereo not drawn) returned M4 ag 7, M1 PAM 9, CRFR2-BP ag -1.1, M4 antag -6, CHRM4 PAM -6, CRFR2-BP antag -6, CHRM5 PAM -8, M5 ag 2 and CHRM5 antagonist 5.
`CC(C)[C@H](N)C(=O)NC[C@H](CC(=O)NC[C@H]1CC[C@H](C(=O)O)CC1)c1ccc(Cl)cc1` gave M4 ag 0, M1 PAM 9, CRFR2-BP ag -0.5, M4 antag 9, CHRM4 PAM -6, CRFR2-BP antag 9, CHRM5 PAM 3, M5 ag -5 and CHRM5 antagonist 2.
Cc1cccc(CN(C)C[C@@H]2OCc3cnnn3CCCC(=O)N([C@H](C)CO)C[C@H]2C)c1 was read as M4 ag 1, M1 PAM -2, CRFR2-BP ag 7.1, M4 antag -16, CHRM4 PAM 7, CRFR2-BP antag 1, CHRM5 PAM 4, M5 ag -1 and CHRM5 antagonist -4.
O=C(Nc1ccc(CN2CCOCC2)cc1)c1cccc(F)c1 was read as M4 ag 0, M1 PAM 4, CRFR2-BP ag -1.3, M4 antag 1, CHRM4 PAM 5, CRFR2-BP antag -22, CHRM5 PAM 4, M5 ag 0 and CHRM5 antagonist 1.
`O=c1c2c(-c3ccccc3)csc2ncn1/N=C/c1ccc(O)c([N+](=O)[O-])c1` gave M4 ag 1, M1 PAM 4, CRFR2-BP ag -1.6, M4 antag -1, CHRM4 PAM 3, CRFR2-BP antag 26, CHRM5 PAM 0, M5 ag 0 and CHRM5 antagonist 1.
`O=C(CN1C(=O)NC2(CCCCC2)C1=O)NCCc1c[nH]c2ccccc12` gave M4 ag 1, M1 PAM 10, CRFR2-BP ag 0.0, M4 antag 10, CHRM4 PAM 4, CRFR2-BP antag -2, CHRM5 PAM 4, M5 ag 3 and CHRM5 antagonist -1.
`CC(C)CCNC(=O)CN(Cc1cccs1)C(=O)CCC(=O)Nc1nccs1` gave M4 ag 2, M1 PAM 2, CRFR2-BP ag -0.4, M4 antag 5, CHRM4 PAM -8, CRFR2-BP antag -10, CHRM5 PAM -2, M5 ag 1 and CHRM5 antagonist 0.
Screening CCOc1cc2[nH]c(=S)n(CCCC(=O)NCc3ccccn3)c(=O)c2cc1OCC returned M4 ag 1, M1 PAM 5, CRFR2-BP ag -1.1, M4 antag -5, CHRM4 PAM 8, CRFR2-BP antag 13, CHRM5 PAM -1, M5 ag -4 and CHRM5 antagonist 6.
`Cc1cc(NC(=O)CN2CCCC2c2nc3ccccc3s2)no1` (stereo not drawn) gave M4 ag 1, M1 PAM 8, CRFR2-BP ag -0.6, M4 antag 7, CHRM4 PAM 3, CRFR2-BP antag -34, CHRM5 PAM 1, M5 ag -2 and CHRM5 antagonist -5.
CCN1CCN(C(c2cccs2)C(C)NC(=O)CC(C)C)CC1 (stereo not drawn) was read as M4 ag 0, M1 PAM -4, CRFR2-BP ag -1.2, M4 antag 12, CHRM4 PAM -5, CRFR2-BP antag 8, CHRM5 PAM 3, M5 ag -4 and CHRM5 antagonist -10.
Screening CCCCNc1c(-c2ccc(OC)c(SC3CCCCC3)c2)nc2cc(C)ccn12 returned M4 ag 7, M1 PAM -15, CRFR2-BP ag -0.3, M4 antag 29*, CHRM4 PAM -12, CRFR2-BP antag -4, CHRM5 PAM -13, M5 ag -8 and CHRM5 antagonist 15.
For Cc1cc(C(=O)O)ccc1N=Cc1c(O)ccc2ccccc12 the results were M4 ag 1, M1 PAM 9, CRFR2-BP ag -0.1, M4 antag 1, CHRM4 PAM 2, CRFR2-BP antag 3, CHRM5 PAM 6, M5 ag -1 and CHRM5 antagonist 10.
`CCc1cccc(NC(=O)NC(=O)Cn2nnc(C(=O)OC)c2C(=O)OC)c1` gave M4 ag 4, M1 PAM 4, CRFR2-BP ag 0.1, M4 antag 6, CHRM4 PAM -9, CRFR2-BP antag -6, CHRM5 PAM -2, M5 ag 3 and CHRM5 antagonist -1.
`CCCS(=O)(=O)N1CCCC(C(=O)c2ccccc2OC)C1` (stereo not drawn) gave M4 ag 2, M1 PAM 1, CRFR2-BP ag -2.4, M4 antag 1, CHRM4 PAM -1, CRFR2-BP antag 23, CHRM5 PAM 3, M5 ag 0 and CHRM5 antagonist 6.
Screening O=C(/C=C/c1ccco1)NC(=S)Nc1nc(-c2ccc(Cl)cc2)cs1 returned M4 ag 1, M1 PAM 6, CRFR2-BP ag 5.1, M4 antag -10, CHRM4 PAM 2, CRFR2-BP antag 46, CHRM5 PAM 5, M5 ag 0 and CHRM5 antagonist -7.
For CCC(=O)c1ccc(OCC(=O)OCC(=O)c2cc(C)n(C3CC3)c2C)cc1 the results were M4 ag 7, M1 PAM 9, CRFR2-BP ag -0.1, M4 antag -7, CHRM4 PAM 7, CRFR2-BP antag 2, CHRM5 PAM 4, M5 ag 3 and CHRM5 antagonist 1.
COc1ccc(/C=C2\SC(=S)N(CCCC(=O)Nc3ccc(C(=O)O)cc3)C2=O)cc1OC was read as M4 ag 0, M1 PAM 9, CRFR2-BP ag 5.6, M4 antag 0, CHRM4 PAM 2, CRFR2-BP antag -23, CHRM5 PAM -4, M5 ag -4 and CHRM5 antagonist 3.
For CC(=O)NS(=O)(=O)c1ccc(NC(=O)CCc2ccccc2)cc1 the results were M4 ag 0, M1 PAM 5, CRFR2-BP ag -2.1, M4 antag 12, CHRM4 PAM 0, CRFR2-BP antag 4, CHRM5 PAM 5, M5 ag 1 and CHRM5 antagonist -2.
`O=C(CCc1ccccc1)NNC(=O)COc1ccccc1` gave M4 ag 2, M1 PAM 1, CRFR2-BP ag 1.2, M4 antag -4, CHRM4 PAM 8, CRFR2-BP antag 21, CHRM5 PAM 2, M5 ag 1 and CHRM5 antagonist 3.
For O=C(c1ccccc1)c1ccc2nc(-c3ccc(NC(=O)c4ccccc4Br)cc3)[nH]c2c1 the results were M4 ag 7, M1 PAM -3, CRFR2-BP ag 0.8, M4 antag 28*, CHRM4 PAM -22, CRFR2-BP antag 12, CHRM5 PAM -11, M5 ag 1 and CHRM5 antagonist 12.
COc1ccccc1NS(=O)(=O)c1cc(C(=O)Nc2ccc(S(=O)(=O)Nc3onc(C)c3C)cc2)ccc1C was read as M4 ag 0, M1 PAM 12, CRFR2-BP ag -6.4, M4 antag 3, CHRM4 PAM 4, CRFR2-BP antag -9, CHRM5 PAM 1, M5 ag -3 and CHRM5 antagonist 15.
Cc1cc(CNC(=O)C2CCC(=O)N(Cc3ccccc3F)C2)on1 (stereo not drawn) was read as M4 ag 0, M1 PAM 10, CRFR2-BP ag -2.0, M4 antag -3, CHRM4 PAM 2, CRFR2-BP antag 4, CHRM5 PAM -6, M5 ag -2 and CHRM5 antagonist 11.
For O=C(CN1CCN(S(=O)(=O)c2ccc(Br)cc2)CC1)Nc1ccc(F)cc1 the results were M4 ag 5, M1 PAM -3, CRFR2-BP ag -0.7, M4 antag -7, CHRM4 PAM -2, CRFR2-BP antag 6, CHRM5 PAM -8, M5 ag 0 and CHRM5 antagonist 13.
For COc1ccc2c(c1)CCC1(C)CC(=O)C(Br)=C21 (stereo not drawn) the results were M4 ag -2, M1 PAM 10, CRFR2-BP ag -2.5, M4 antag 6, CHRM4 PAM 2, CRFR2-BP antag 28, CHRM5 PAM 1, M5 ag -2 and CHRM5 antagonist -1.
For C=CCOc1cccc(C2/C(=C(/O)c3ccc4c(c3)CC(C)O4)C(=O)C(=O)N2CCN2CCOCC2)c1 (stereo not drawn) the results were M4 ag 4, M1 PAM 4, CRFR2-BP ag 1.1, M4 antag -4, CHRM4 PAM 3, CRFR2-BP antag -8, CHRM5 PAM -2, M5 ag -2 and CHRM5 antagonist 0.
`CCOC(=O)C1CCN(c2cc3c(cc2NC(=O)c2ccccc2)n(C)c(=O)n3C)CC1` gave M4 ag 7, M1 PAM -5, CRFR2-BP ag -1.7, M4 antag 0, CHRM4 PAM -8, CRFR2-BP antag 11, CHRM5 PAM -2, M5 ag -1 and CHRM5 antagonist 6.
CC(C)c1ccc(/C=C2\SC(=O)N(CC(=O)NCCCn3ccnc3)C2=O)cc1 was read as M4 ag 6, M1 PAM -5, CRFR2-BP ag 0.5, M4 antag -10, CHRM4 PAM -7, CRFR2-BP antag -24, CHRM5 PAM 1, M5 ag -5 and CHRM5 antagonist -2.
Screening Cc1c(Cl)c(C(F)(F)F)nn1CC(=O)NN returned M4 ag 0, M1 PAM -27, CRFR2-BP ag -1.0, M4 antag -6, CHRM4 PAM -6, CRFR2-BP antag 17, CHRM5 PAM -5, M5 ag -3 and CHRM5 antagonist 3.
CC(=O)c1ccc(OCCCC(=O)N2CCN(S(=O)(=O)c3cc(C)ccc3C)CC2)cc1 was read as M4 ag 14, M1 PAM -13, CRFR2-BP ag 0.7, M4 antag -10, CHRM4 PAM -10, CRFR2-BP antag -2, CHRM5 PAM -14, M5 ag -1 and CHRM5 antagonist 6.

Reprinted at random: 4 entries already listed, in no set order.
For O=C(CN1N=C(c2ccccc2)CCC1=O)NCc1ccccc1 the results were M4 ag 1, M1 PAM 7, CRFR2-BP ag 0.6, M4 antag 5, CHRM4 PAM 2, CRFR2-BP antag 2, CHRM5 PAM 5, M5 ag 1 and CHRM5 antagonist -3.
For C=CCOc1cccc(C2/C(=C(/O)c3ccc4c(c3)CC(C)O4)C(=O)C(=O)N2CCN2CCOCC2)c1 (stereo not drawn) the results were M4 ag 4, M1 PAM 4, CRFR2-BP ag 1.1, M4 antag -4, CHRM4 PAM 3, CRFR2-BP antag -8, CHRM5 PAM -2, M5 ag -2 and CHRM5 antagonist 0.
`CCOC(=O)C1CCN(c2cc3c(cc2NC(=O)c2ccccc2)n(C)c(=O)n3C)CC1` gave M4 ag 7, M1 PAM -5, CRFR2-BP ag -1.7, M4 antag 0, CHRM4 PAM -8, CRFR2-BP antag 11, CHRM5 PAM -2, M5 ag -1 and CHRM5 antagonist 6.
`O=c1c2c(-c3ccccc3)csc2ncn1/N=C/c1ccc(O)c([N+](=O)[O-])c1` gave M4 ag 1, M1 PAM 4, CRFR2-BP ag -1.6, M4 antag -1, CHRM4 PAM 3, CRFR2-BP antag 26, CHRM5 PAM 0, M5 ag 0 and CHRM5 antagonist 1.
